Screening data deposited in PubChem by Vanderbilt High Throughput Screening Facility.
GluA2 TARP mod: modulators of GluA2-stargazin AMPA receptor complexes, primary screen, cell-based, membrane potential dye; AID 1259245, 2017; HEK293 GluA2+stargazin, membrane potential dye (FDSS), glutamate EC50; hits were called plate by plate, in both directions; Voltage-dependent calcium channel gamma-2 subunit (Mus musculus) + Glutamate receptor 2 …; 40,000 compounds, 3.5% hits; calls only at 30 µM;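 active = any of four per-well response measures lying three or more SD from its plate-wide compound average, in either direction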
Target sequence (O88602 whole entry, looked up): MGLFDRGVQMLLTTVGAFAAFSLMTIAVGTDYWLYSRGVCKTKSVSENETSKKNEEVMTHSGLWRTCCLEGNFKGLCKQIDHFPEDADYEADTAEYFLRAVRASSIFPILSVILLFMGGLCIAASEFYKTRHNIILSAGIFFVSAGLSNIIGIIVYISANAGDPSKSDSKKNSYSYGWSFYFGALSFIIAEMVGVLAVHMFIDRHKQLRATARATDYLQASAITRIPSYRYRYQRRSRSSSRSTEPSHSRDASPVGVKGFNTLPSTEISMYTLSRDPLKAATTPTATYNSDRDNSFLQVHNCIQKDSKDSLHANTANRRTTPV
Target sequence (P19491 whole entry, looked up): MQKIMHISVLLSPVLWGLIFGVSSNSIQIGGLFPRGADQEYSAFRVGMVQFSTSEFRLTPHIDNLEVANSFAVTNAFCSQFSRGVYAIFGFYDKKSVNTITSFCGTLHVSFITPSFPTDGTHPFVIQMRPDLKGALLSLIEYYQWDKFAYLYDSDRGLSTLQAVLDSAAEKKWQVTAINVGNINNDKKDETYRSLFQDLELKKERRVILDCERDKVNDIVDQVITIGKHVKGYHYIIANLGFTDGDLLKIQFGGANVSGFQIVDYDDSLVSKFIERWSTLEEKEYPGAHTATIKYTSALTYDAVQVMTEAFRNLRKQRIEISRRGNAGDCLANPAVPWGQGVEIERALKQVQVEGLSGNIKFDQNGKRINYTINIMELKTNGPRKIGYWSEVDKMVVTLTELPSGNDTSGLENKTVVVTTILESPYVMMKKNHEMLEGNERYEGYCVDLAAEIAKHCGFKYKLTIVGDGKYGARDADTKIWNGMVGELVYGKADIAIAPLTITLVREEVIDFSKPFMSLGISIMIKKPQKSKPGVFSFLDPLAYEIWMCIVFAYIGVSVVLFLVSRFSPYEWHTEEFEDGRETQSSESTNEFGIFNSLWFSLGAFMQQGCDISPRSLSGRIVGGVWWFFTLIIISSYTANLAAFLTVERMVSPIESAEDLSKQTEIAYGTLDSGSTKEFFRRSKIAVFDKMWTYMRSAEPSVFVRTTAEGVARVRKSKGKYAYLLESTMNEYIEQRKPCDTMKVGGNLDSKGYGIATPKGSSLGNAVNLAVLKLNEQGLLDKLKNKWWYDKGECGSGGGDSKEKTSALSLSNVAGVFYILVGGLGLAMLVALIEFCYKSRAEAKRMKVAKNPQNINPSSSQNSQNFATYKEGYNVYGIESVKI
GluA2 TARP mod agonism max-min: second read-out of GluA2 TARP mod, no call of its own (marks repeat the call); compound max-min signal; compound-alone response (agonism);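 unitless range of fluorescence divided by baseline over first 100 seconds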
GluA2 TARP mod glutamate slope: recorded beside GluA2 TARP mod, whose call it bears; glutamate slope, % of max; measured here: glutamate response slope, % max;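 scaled per plate between vehicle wells and maximal 1 mM glutamate control wells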
* marks the source's active call; other numbers are inactive results; i = inactive; + = active, no number; & = joins results of further samples.

GluA2 TARP mod | GluA2 TARP mod agonism max-min | GluA2 TARP mod glutamate slope | smiles
i | 0.0685 | 45.7 | Cn1nnc2c(N3CCN(CC(=O)Nc4ccc(OC(F)(F)F)cc4)CC3)ncnc21
i | 0.105 | 60.6 | Cc1ccc2nc(N(Cc3ccccc3)C(=O)CCCS(=O)(=O)c3ccc(F)cc3)sc2c1
i | 0.0538 | 59.8 | Cc1c(Cl)cccc1-n1nnc(C(=O)NCC2CCCO2)c1C (stereo not given)
i | 0.0665 | 58.9 | CCCCOc1ccc(NC(=O)NCC2CCN(C(=O)Nc3ccccc3OC)CC2)cc1
i | 0.0468 | 31.4 | CC(=O)Nc1ccc(NC(=O)C(=O)NCCCc2ccccc2)cc1
i | 0.0928 | 91.8 | O=C(NCC1COC2(CCCCC2)O1)c1cccc([N+](=O)[O-])c1 (stereo not given)
i | 0.0767 | 53.5 | COc1cc(-c2nnc(NC(=O)c3cccc(Oc4ccccc4)c3)o2)cc(OC)c1OC
i | 0.0838 | 63.6 | CCCCNC(=O)CCc1csc(NC(=O)c2ccco2)n1
i | 0.12 | 52.8 | COc1cccc2cc(C(=O)NCC(c3ccco3)N3CCOCC3)oc12 (stereo not given)
i | 0.108 | 49.2 | Cc1ccc(NC(=O)c2sccc2S(=O)(=O)N(C)c2ccccc2)cc1Cl
i | 0.0913 | 67.3 | C/C=C/Cn1c(=O)c2c(nc3n(-c4ccccc4O)c(C)cn23)n(C)c1=O
i | 0.0463 | 48.6 | COC(=O)C(C)Sc1nc(C(F)(F)F)cc(=O)[nH]1 (stereo not given)
i | 0.0273 | 50.5 | COCCn1c(=O)c2c(nc(-n3nc(C)cc3C)n2Cc2ccccc2C)n(C)c1=O
i | 0.067 | 46.4 | CC(C)C(=O)Nc1ccc(S(=O)(=O)Nc2ccc(CC(=O)NC3CC3)cc2)cc1
i | 0.0891 | 60.7 | O=C(NCC1(c2ccccc2)CCOCC1)C1CCCC1

7 structures from above, ordered by SMILES length, smallest number first:
GluA2 TARP mod | GluA2 TARP mod agonism max-min | GluA2 TARP mod glutamate slope | smiles
i | 0.0891 | 60.7 | O=C(NCC1(c2ccccc2)CCOCC1)C1CCCC1
i | 0.12 | 52.8 | COc1cccc2cc(C(=O)NCC(c3ccco3)N3CCOCC3)oc12 (stereo not given)
i | 0.108 | 49.2 | Cc1ccc(NC(=O)c2sccc2S(=O)(=O)N(C)c2ccccc2)cc1Cl
i | 0.0665 | 58.9 | CCCCOc1ccc(NC(=O)NCC2CCN(C(=O)Nc3ccccc3OC)CC2)cc1
i | 0.0273 | 50.5 | COCCn1c(=O)c2c(nc(-n3nc(C)cc3C)n2Cc2ccccc2C)n(C)c1=O
i | 0.0767 | 53.5 | COc1cc(-c2nnc(NC(=O)c3cccc(Oc4ccccc4)c3)o2)cc(OC)c1OC
i | 0.105 | 60.6 | Cc1ccc2nc(N(Cc3ccccc3)C(=O)CCCS(=O)(=O)c3ccc(F)cc3)sc2c1

Next part:
GluA2 TARP mod | GluA2 TARP mod agonism max-min | GluA2 TARP mod glutamate slope | smiles
i | 0.0982 | 52.6 | Cc1cc(C(F)F)n2nc(C(=O)Nc3ccc(Br)cc3)nc2n1
i | 0.138 | 55.1 | N=C1SCC(=O)N1c1ncc(Cc2ccccc2F)s1
i | 0.0621 | 71.3 | O=C(COc1ccccc1F)NCCn1ncc2c(NCCc3ccccc3)ncnc21
i | 0.0794 | 68.1 | COc1cccc(Cn2c(SCc3nc(-c4ccc(C)cc4)no3)nc3ccsc3c2=O)c1
+ | 0.0633* | 81.6* | Cc1ccc(S(=O)(=O)/C(C#N)=C/N2CCN(Cc3ccccc3)CC2)cc1C
i | 0.104 | 58.6 | Cc1nn(C)cc1CNC(=O)c1cccc(C(F)(F)F)c1
i | 0.0533 | 56.3 | COc1cc(C(=O)NCC(c2cccs2)N2CCOCC2)c([N+](=O)[O-])cc1OC (stereo not given)
i | 0.0645 | 52.7 | COc1cc(OC)cc(-c2nnc(NC(=O)c3ccc(-c4ccccc4)cc3)o2)c1
+ | 0.216* | 22.1* | Cc1c(Cl)cccc1S(=O)(=O)NCC(O)(c1ccccc1)C(F)(F)F (stereo not given)
i | 0.076 | 62.2 | CC(C)c1ccc(N2C(=O)N(Cc3cc(=O)n4ccccc4n3)c3ccccc3S2(=O)=O)cc1
i | 0.0823 | 63.4 | CC1Cc2c(NC(=O)c3ccc(S(=O)(=O)N(C)C)cc3)nn(C)c2NC1=O (stereo not given)
i | 0.0969 | 56.7 | Cc1ccccc1C(=O)Nc1nn(C)c2c1C(C)CC(=O)N2 (stereo not given)
i | 0.0712 | 62.0 | CCCN(CCC)S(=O)(=O)c1ccc(Br)c(OC)c1
i | 0.0766 | 56.3 | Cc1ccc2c(=O)c(S(=O)(=O)c3ccccc3)cn(CC(=O)N(C)c3ccccc3)c2n1
i | 0.11 | 67.2 | CCn1c(C2CC(=O)N(CCOC)C2)nc2ccccc21 (stereo not given)
i | 0.0241 | 34.1 | C1CCN(CC2CSCCCN2)CC1 (stereo not given)
i | 0.0793 | 58.0 | Cc1ccc(-c2nc(Cn3ccn4nc(-c5ccc(Cl)cc5)cc4c3=O)c(C)o2)c(C)c1
i | 0.0541 | 33.7 | Cc1ccc(=O)n(CC(=O)N2CCN(c3ccc(-c4cccnc4)nn3)CC2)n1
i | 0.102 | 87.9 | COCCNC(=O)C(=O)Nc1c2c(nn1C(C)(C)C)CS(=O)(=O)C2
+ | 0.13* | 62.2* | O=C(CSc1nc(=O)n(CCCO)c2c1CCC2)N1CCc2ccccc21
i | 0.0917 | 53.4 | CCOc1ccc(-c2noc(-c3cn[nH]c3-c3ccccc3)n2)cc1OC
i | 0.139 | 56.8 | CC(C)S(=O)(=O)c1ccc(C(=O)Nc2nnc(-c3ccc4c(c3)OCCO4)o2)cc1
i | 0.0464 | 51.4 | CC(=O)Cn1c(=O)c2c(nc3n(-c4ccccc4Cl)c(C)cn23)n(C)c1=O
i | 0.102 | 67.2 | COC(=O)Nc1ccc(S(=O)(=O)N2CCCC(C(=O)Nc3ccc4ccccc4c3)C2)cc1 (stereo not given)
i | 0.0433 | 53.4 | COc1ccc(S(=O)(=O)CC(=O)Nc2nc3c(Cl)c(Cl)ccc3s2)cc1
i | 0.143 | 49.4 | O=C(Nc1nnc(Cc2cccs2)o1)c1cc(Cl)sc1Cl
i | 0.0864 | 62.0 | COc1ccc(S(=O)(=O)N2CCC3(CC2)C(=O)N(C)C(=O)N3C)cc1OC
i | 0.0786 | 59.6 | COc1cc(-n2nnc(C(=O)Nc3ccccc3C)c2N)ccc1Cl
i | 0.083 | 56.3 | COc1nn(C)cc1C(=O)NCC(=O)NCc1nnc(C)o1
i | 0.0587 | 50.3 | CC1CN(C)CCN1CC1CCN(C(=O)c2ccco2)CC1 (stereo not given)

Profiles, looked up by structure. Screens in order: GluA2 TARP mod	GluA2 TARP mod agonism max-min	GluA2 TARP mod glutamate slope
CC1CN(C)CCN1CC1CCN(C(=O)c2ccco2)CC1 (stereo not given) reads i	0.0587	50.3
COc1ccc(S(=O)(=O)N2CCC3(CC2)C(=O)N(C)C(=O)N3C)cc1OC reads i	0.0864	62.0

(more compounds)
GluA2 TARP mod | GluA2 TARP mod agonism max-min | GluA2 TARP mod glutamate slope | smiles
i | 0.0892 | 56.0 | Cn1nccc1-c1nnc(NC(=O)C2CCCCC2)o1
i | 0.0648 | 43.3 | COc1ccccc1CNC(=O)Cc1csc(NC(=O)C2CCC(=O)N2)n1 (stereo not given)
i | 0.0597 | 43.8 | COc1ccccc1N1CC(C)Cn2c1nc1c2c(=O)n(CCc2ccccc2)c(=O)n1C (stereo not given)
i | 0.0816&0.0479 | 47.7&98.9 | CN(c1ccsc1C(=O)Nc1cc(F)cc(F)c1)S(=O)(=O)c1ccccc1
i | 0.102 | 60.1 | C#CCOCC(O)CN1CCN(CC)CC1 (stereo not given)
+ | 0.199* | 58.0* | O=C(NCC1CCN(c2ncccn2)CC1)Nc1cccc(C(F)(F)F)c1
i | 0.0594 | 50.9 | CCOc1cc(C(=O)Nc2ccc3ncsc3c2)cc(OCC)c1OCC
i | 0.0786 | 50.6 | O=C(NCCC1=CCCCC1)C(=O)NCCc1csc(-c2ccc(F)cc2)n1
i | 0.101 | 58.3 | COc1ccccc1NC(=O)NCC(O)c1cccn1C (stereo not given)
i | 0.0727 | 61.5 | CCN(CC)c1ccc(N2C(=O)/C(=C/c3cc(OC)c(OC)c(OC)c3)SC2=S)cc1
i | 0.0661 | 47.7 | CC(C)c1ccccc1NC(=O)Cc1csc(NC(=O)c2ccc[nH]c2=O)n1
i | 0.0848 | 68.3 | Cc1ccc(-c2nnc(NC(=O)c3ccc(S(=O)(=O)N(C)Cc4ccco4)cc3)o2)c(C)c1
i | 0.0738 | 54.6 | O=C(NCCCn1nc(-c2ccccc2)ccc1=O)c1ccc(C(F)(F)F)cc1
i | 0.0927 | 56.2 | CCOc1ccccc1NC(=O)N1CCN(C(=O)c2cnn3ccccc23)CC1
i | 0.0557 | 28.0 | CCOc1nn(CC)cc1-c1nnc(SCC(=O)N2CCOCC2)n1C
i | 0.0444 | 25.9 | Cc1cc(C(=O)Nc2nc(-c3cccs3)cs2)on1
i | 0.118 | 66.1 | COc1ccc(C)cc1NC(=O)C(=O)NCC(O)c1cccn1C (stereo not given)
i | 0.125&0.0702 | 38.4&101.6 | CCN1C(=O)C(CC(=O)Nc2cccc(OC)c2)S/C1=N/S(=O)(=O)c1ccc(C)cc1 (stereo not given)
i | 0.0469 | 34.2 | CC1CCc2c(sc3ncnc(SCC(=O)NCc4ccco4)c23)C1 (stereo not given)
i | 0.0776 | 60.9 | O=C(Nc1cc(C(F)(F)F)cc(C(F)(F)F)c1)C1CCCN(c2ccc(-n3cccn3)nn2)C1 (stereo not given)
i | 0.116 | 56.7 | CC(=O)Nc1cccc(Nc2ncnc3c2nnn3C)c1
+ | 0.183* | 58.9* | COc1ccc(CCS(=O)(=O)NCC2CCN(Cc3ccccc3)CC2)cc1
i | 0.0952&0.0667 | 44.3&82.3 | O=C(CN1C(=O)S/C(=C\c2ccc(O)cc2)C1=O)c1ccccc1
i | 0.114 | 75.0 | O=C(c1ccccc1Oc1ccccc1)N1CCC(c2cccs2)CC1
i | 0.103 | 65.9 | CS(=O)(=O)Nc1ccccc1C1=NN(C(=O)CCC(=O)O)C(c2ccco2)C1 (stereo not given)
i | 0.174 | 39.5 | CC(C)CCNC(=O)Cc1csc(Nc2cccc(Cl)c2)n1
i | 0.162 | 47.1 | CCCNC(=O)C(=O)NCCO
i | 0.0713 | 59.9 | O=C(Cc1ccc(F)cc1)NCCS(=O)(=O)N1CCN(c2ncccn2)CC1
i | 0.111 | 56.4 | O=C(Nc1ccc([N+](=O)[O-])cc1)c1ccc(N2CCCCS2(=O)=O)cc1
i | 0.034 | 38.5 | CC1=C(C)CC2C(=O)C(c3ccc(C(C)C)cc3)=CC(=O)C2C1 (stereo not given)

Copied from the list.
CC1CN(C)CCN1CC1CCN(C(=O)c2ccco2)CC1 (stereo not given) in GluA2 TARP mod glutamate slope has 50.3
CCOc1nn(CC)cc1-c1nnc(SCC(=O)N2CCOCC2)n1C in GluA2 TARP mod glutamate slope has 28.0
CCCNC(=O)C(=O)NCCO in GluA2 TARP mod glutamate slope has 47.1
C1CCN(CC2CSCCCN2)CC1 (stereo not given) in GluA2 TARP mod agonism max-min has 0.0241

Following part.
GluA2 TARP mod | GluA2 TARP mod agonism max-min | GluA2 TARP mod glutamate slope | smiles
i | 0.0732 | 54.4 | Cc1ccccc1OCC(=O)Nc1cc(C(=O)N2CCOCC2)cn(C)c1=O
i | 0.0584 | 69.1 | Cc1ccc(Cl)cc1S(=O)(=O)Nc1ccc2c(c1)N(C(=O)C(C)(C)C)CC2
i | 0.105 | 50.0 | O=C(Cn1nc2c(c1NC(=O)c1ccc(Br)o1)CSC2)NCC1CCCO1 (stereo not given)
i | 0.194 | 57.0 | O=C(COc1ccccc1F)N1CCN(c2cc(N3CCCC3)ncn2)CC1
i | 0.114 | 64.8 | COc1ccc(OC)c(-c2c(Nc3ccc(C)cc3C)oc3c2c(=O)n(C)c(=O)n3C)c1
i | 0.141 | 71.2 | Cc1ccc2nc3c(cc(C(=O)N(C)C)n3C)c(=O)n2c1
i | 0.0954 | 54.1 | CC(C)C(=O)N1CCc2ccc(NC(=O)Nc3cccs3)cc2C1
i | 0.244 | 54.1 | Cc1nn2c(NCCN(C)C)c3c(nc2c1-c1ccccc1)CCCC3
i | 0.0497 | 53.7 | O=C(NC(c1ccccc1)c1ccccc1)N1CCN(CC(F)(F)F)CC1
i | 0.103 | 50.6 | COc1cccc(C(=O)NCC(C)(O)c2ccc(-c3ccccc3)cc2)c1OC (stereo not given)
i | 0.0658 | 46.5 | COc1ccc(S(=O)(=O)CCCC(=O)Nc2nc(-c3cc(Cl)sc3Cl)cs2)cc1
i | 0.11 | 64.7 | O=C(c1ccco1)N1CCN(Cc2nc(-c3cccs3)cs2)CC1
i | 0.0724 | 68.8 | O=C(Cc1ccc(-c2ccccc2)cc1)Nn1cnc2c(cnn2-c2ccccc2)c1=O
i | 0.0866 | 63.8 | CC(=O)Nc1cccc(NC(=O)CCCn2nc(-c3ccccc3)ccc2=O)c1
i | 0.0651 | 62.2 | CCCCN1CC(c2nc3ccccc3n2CCCOc2ccc(C)cc2)CC1=O (stereo not given)
i | 0.0454 | 31.5 | CSc1ccccc1CN1CCC(CNC(=O)c2nc3ccccc3s2)CC1
i | 0.108 | 50.7 | CN(C)C(CNS(=O)(=O)c1ccccc1[N+](=O)[O-])c1ccc(F)cc1 (stereo not given)
i | 0.0775 | 59.1 | O=C(Nc1ccc2c(c1)CN(C(=O)C1CC1)CC2)Nc1c(F)cccc1F
i | 0.0857 | 24.7 | Cc1cc(NC(=O)CSc2nc(-c3ccccc3)c(N)s2)no1
i | 0.108 | 70.1 | COc1ccc(-n2nnc3c(N4CCN(C(=O)c5ccc(C(F)(F)F)cc5)CC4)ncnc32)cc1
i | 0.0536 | 50.6 | CCCS(=O)(=O)N1CCCC(C(=O)NCc2ccco2)C1 (stereo not given)

The list is partial. The share of hits here may be higher or lower than overall.
